Tn7 DDE FP = inhibitors of Tn7 peptide binding to fibrin DD(E), primary screen, biochemical, fluorescence polarization, human fibrin, Tn7 probe; AID 720508, 2013; FP displacement of FITC-Tn7 peptide from fibrin DD(E); 0% = median of compound wells per plate; 370,000 tested, 0.13% active; inhibition, % at 8.3 µM;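 active = inhibition above the mean of compounds falling within the control limits plus 3 SD of them, cut at about 14% in these data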;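 note: 0% = plate median of compound wells and 100% = 10 µM Aha-Tn7 peptide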
Target sequence (P02675 whole entry, looked up): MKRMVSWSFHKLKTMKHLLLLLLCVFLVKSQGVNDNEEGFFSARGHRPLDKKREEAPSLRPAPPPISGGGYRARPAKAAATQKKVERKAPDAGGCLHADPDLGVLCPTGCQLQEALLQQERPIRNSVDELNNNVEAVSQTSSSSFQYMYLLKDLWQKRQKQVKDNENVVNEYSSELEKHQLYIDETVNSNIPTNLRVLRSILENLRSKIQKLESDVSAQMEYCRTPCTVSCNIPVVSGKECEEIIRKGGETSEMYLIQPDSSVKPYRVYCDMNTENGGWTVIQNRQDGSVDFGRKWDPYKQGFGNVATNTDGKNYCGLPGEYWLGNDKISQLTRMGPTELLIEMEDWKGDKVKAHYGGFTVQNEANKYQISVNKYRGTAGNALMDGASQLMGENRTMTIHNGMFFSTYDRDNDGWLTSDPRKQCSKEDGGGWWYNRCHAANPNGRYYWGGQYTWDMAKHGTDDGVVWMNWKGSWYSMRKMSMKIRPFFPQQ
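Assay system: Fibrin-DD(E) protein isolated from polymerized human fibrin clots; read-out basis: percent inhibition; medium: Tris/NaCl/CaCl2 buffer, pH 7.8; signal: FP measurement; incubation: 10 min plus 3 h, room temperature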
LEDGF integ inh = blockers of LEDGF/p75-dependent integrase strand transfer – biochemical, TR-FRET, high throughput, primary screen; HIV-1 integrase (with human LEDGF/p75); 370,000 tested, 0.64% active; AID 743269, 2014; TR-FRET IN-LEDGF/p75 DNA integration, Eu/Cy5; inhibition, % at 3.7 µM;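 active = inhibition above the screen-wide mean plus 3 SD, cut at about 13% in these data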;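 note: signal is the Cy5 over europium emission ratio at 671 and 618 nm; 0% = plate median of compound wells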
ABHD4 inh = ABHD4 inhibitors, primary screen, biochemical, fluorescence polarization, mouse. (Lyso)-N-acylphosphatidylethanolamine lipase (Mus musculus), Q8VD66. purified mABHD4, FP-Rh probe fluorescence polarization. inhibition, % at 8.92 µM. 370,000 tested, 0.54% active;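 active = inhibition exceeding the mean over every tested compound plus 3 SD, cut at about 30% in these data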;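 note: 0% = plate median of compound wells and 100% = S159A mutant with DMSO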
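assay system = mABHD4 protein | compound dosing = single nominal dose of 8.92 µM, 0.89% DMSO final | read-out basis = percent inhibition of probe binding, normalized to plate controls | schedule = Enzyme–compound pre-incubation 45 min, then probe 60 min, both 25 °C | detection = fluorescence polarization, excitation 525 nm, emission 598 nm, BODIPY TMR filters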
TCR-CD3 inh = inhibitors of human TCR-CD3 interaction, primary screen, biochemical, fluorescence, TAMRA-labeled TCR probe; T-cell receptor (TCR); inhibition, % at 9.4 µM; 360,000 tested, 0.37% active; AID 651800, 2012; in the data active = inhibition above about 19%;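 note: recombinant mutant TCR 2C K166C tagged with TAMRA read by polarization; 0% = receptor in buffer alone and 100% = receptor with positive control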
UHRF1 binding = UHRF1 methylated DNA binding inhibitors, primary screen, counter-screen for MBD2 inhibitor project, biochemical, TR-FRET, human UHRF1, single concentration. 370,000 tested, 0.75% active. inhibition, % at 4.4 µM. E3 ubiquitin-protein ligase UHRF1 (Homo sapiens), Q96T88. UHRF1 binding to methylated oligo; in the data active = inhibition above about 21%;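 note: UHRF1 SRA domain binding a hemimethylated CpG hairpin DNA probe; 0% = median of test compound wells and 100% = reference inhibitor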
HTRA1 inh = HTRA1 serine protease inhibitors, primary screen, biochemical, fluorescence polarization, HTS; AID 504803, 2011; inhibition, % at 5.96 µM; 340,000 tested, 0.5% active; recombinant HTRA1, FP-rhodamine activity-based probe; in the data active = inhibition above about 36%;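 note: 0% = enzyme with DMSO and 100% = wells lacking enzyme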
Target sequence (Q92743 whole entry, looked up): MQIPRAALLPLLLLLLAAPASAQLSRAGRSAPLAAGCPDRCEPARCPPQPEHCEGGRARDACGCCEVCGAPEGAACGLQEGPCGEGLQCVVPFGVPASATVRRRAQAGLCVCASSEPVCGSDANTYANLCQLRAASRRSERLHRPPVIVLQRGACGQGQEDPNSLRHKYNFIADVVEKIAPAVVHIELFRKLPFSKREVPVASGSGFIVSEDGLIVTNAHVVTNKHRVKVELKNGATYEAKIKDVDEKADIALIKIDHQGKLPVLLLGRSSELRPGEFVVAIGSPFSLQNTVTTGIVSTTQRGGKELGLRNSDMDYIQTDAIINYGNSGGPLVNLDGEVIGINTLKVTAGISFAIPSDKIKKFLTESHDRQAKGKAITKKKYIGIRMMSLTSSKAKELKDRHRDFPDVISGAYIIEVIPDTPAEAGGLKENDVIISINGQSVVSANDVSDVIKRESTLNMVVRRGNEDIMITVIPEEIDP
PG9 Ab binder = binders of HIV-1 gp120 antibody PG9, primary screen, biochemical, TR-FRET; HIV-1 gp120 / PG9 antibody interaction; TR-FRET gp120-PG9 antibody binding; inhibition, % at 6.7 µM; 360,000 tested, 0.43% active; AID 624416, 2012; in the data active = inhibition above about 8.5%
PRMT1 FP inh = PRMT1 methyltransferase inhibitors, primary screen, biochemical, fluorescence polarization; Protein arginine N-methyltransferase 1 (Homo sapiens), Q99873; recombinant PRMT1, activity-based probe fluorescence polarization; inhibition, % at 2.79 µM; 370,000 tested, 1.3% active;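 active = inhibition above about 21% made by adding two undisclosed values, limit read from the data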
SIAE inh = human SIAE inhibitors, primary screen, biochemical, fluorescence polarization, FP-Rh probe, 1536-well HTS; inhibition, % at 9.66 µM; Sialate O-acetylesterase (Homo sapiens), Q9HAT2; SIAE FP-Rh probe binding; 370,000 tested, 0.69% active;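 active = inhibition above a cutoff: mean of compounds within the control limits plus 3 SD of those, cut at about 17% in these data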;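 note: 0% = plate median of compound wells and 100% = probe without SIAE protein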
TDP2 inh = human TDP2 enzyme inhibitors, primary screen, biochemical, epi absorbance, recombinant enzyme; Tyrosyl-DNA phosphodiesterase 2 (Homo sapiens), O95551; T5PNP hydrolysis, p-nitrophenol absorbance 415 nm; 370,000 tested, 0.34% active; inhibition, % at 12.8 µM; AID 720702, 2013;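 active = inhibition above the mean of all tested compounds plus 3 SD, set per campaign, cut at about 25% in these data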;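 note: 0% = DMSO with enzyme and 100% = buffer with substrate but no TDP2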
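Evaluation: % inhibition relative to enzyme-containing and enzyme-free wells. Material: recombinant human TDP2. Benchmarks: enzyme-free and DMSO wells. Timing: enzyme reaction with compound for 2 h at 37 °C. Compound dosing: 12.8 µM only. Measured by: p-Nitrophenol epi absorbance. Reagent: T5PNP substrate at 5 mM, a TopII-DNA adduct mimic. Replication: single well per compound.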
The depositor's hits bear a star; . = no result given.

SMILES	Tn7 DDE FP	LEDGF integ inh	ABHD4 inh	TCR-CD3 inh	UHRF1 binding	HTRA1 inh	PG9 Ab binder	PRMT1 FP inh	SIAE inh	TDP2 inh
COc1ccc([C@H]2C[C@@H](O)C[C@@H](CCn3cc(-c4ccccc4)nn3)O2)cc1	-1	-3	4	1	0	.	-0.8	-1	2	7
CCOC(=O)c1cnc2c(C(F)(F)F)cccc2c1N1CCN(C)CC1	2	5	-2	4	0	4	-0.3	-3	10	13
COc1ccc(OC)c(NC(=O)C2CCCCC2C(=O)O)c1 (configuration not stated)	3	1	1	4	-3	7	1.4	0	3	10
CCN(C(=S)NC(=O)c1ccccc1Br)C1CCCCC1	4	-2	-5	6	1	6	0.1	-2	2	2
O=C(COC(=O)/C=C/c1ccc(C(F)(F)F)cc1)NCc1ccco1	4	5	-1	-2	3	1	-1.3	-1	-8	-1
COC(=O)CC(NC(=S)NC(=O)c1ccccc1)c1ccc(Br)cc1 (configuration not stated)	5	-4	-14	3	-3	-32	0.8	0	-2	-4
O=C(CNc1ccccc1C(=O)O)c1ccccc1	-3	-3	-1	1	1	3	1.1	2	6	8
C[C@H]1COc2cccc(N3CCC[C@@H]3CO)c2S(=O)(=O)N1	2	5	-3	1	2	.	1.0	-4	-3	-12
Cn1c(=O)c2c(n(Cc3ccccc3)c1=O)NC(=O)C2CC(=O)NCc1cccc(Cl)c1 (configuration not stated)	-3	3	4	1	-1	-3	-1.1	1	0	-6
Cc1ccc([C@H]2C[C@@H](n3cc(C4CC4)nn3)[C@H](O)CN2CC2CCCCC2)cc1	0	4	-10	-1	6	-48	-0.8	-5	-5	-13
C=C1CCC[C@]2(C)C[C@H]3OC(=O)C(CNC(CC)CO)[C@H]3CC12 (some centres not stated)	2	1	2	6	-2	-4	-1.7	-2	2	1
CCCOc1cccc(C(=O)NCCNC(=O)c2ccccn2)c1	0	2	-6	5	0	-1	-1.6	-5	2	2
Cc1cc(C(=O)NNc2ccc(F)cc2)no1	1	-3	3	5	-2	1	-1.8	4	9	2
NS(=O)(=O)c1cccc(NC(=O)COC(=O)CC2CC3CCC2C3)c1 (configuration not stated)	2	0	-3	-7	4	-168	-1.3	2	4	-10
Cc1ccc(OC(=O)c2cccnc2)cc1	-3	-2	8	13	-1	1	-0.3	0	-1	-6
CN(C(=O)c1cccc(NC(=O)Cc2ccc(NC(=O)C3CCCN(C(=O)c4ccccc4)C3)cc2)c1)C1CCC1 (configuration not stated)	5	-2	-2	3	0	-5	-1.6	-2	3	9
COc1ccccc1-n1cc(C(=O)NCC(=O)NCc2ccc(F)cc2)c2ccccc2c1=O	-6	6	-6	3	5	-2	0.3	-3	-10	-13
CC(C)CNC(=O)c1c(N)n(/N=C/c2ccccn2)c2nc3ccccc3nc12	-4	1	-9	4	-1	3	-0.5	-1	-5	-10
CCOC(=O)C1=CN(Cc2ccco2)S(=O)(=O)NC1c1ccc(C(F)(F)F)cc1 (configuration not stated)	0	5	4	-9	0	-9	-0.6	8	2	-7
COc1cc(OC)c(C(=O)Nc2ccc(C(=O)c3ccccc3)cc2)cc1OC	0	1	2	-6	1	-26	1.4	2	-12	-1

Rewritten with each value named: three of the compounds above.
COc1ccccc1-n1cc(C(=O)NCC(=O)NCc2ccc(F)cc2)c2ccccc2c1=O
  Tn7 DDE FP = -6
  LEDGF integ inh = 6
  ABHD4 inh = -6
  TCR-CD3 inh = 3
  UHRF1 binding = 5
  HTRA1 inh = -2
  PG9 Ab binder = 0.3
  PRMT1 FP inh = -3
  SIAE inh = -10
  TDP2 inh = -13

CC(C)CNC(=O)c1c(N)n(/N=C/c2ccccn2)c2nc3ccccc3nc12
  Tn7 DDE FP = -4
  LEDGF integ inh = 1
  ABHD4 inh = -9
  TCR-CD3 inh = 4
  UHRF1 binding = -1
  HTRA1 inh = 3
  PG9 Ab binder = -0.5
  PRMT1 FP inh = -1
  SIAE inh = -5
  TDP2 inh = -10

CCOC(=O)C1=CN(Cc2ccco2)S(=O)(=O)NC1c1ccc(C(F)(F)F)cc1 (configuration not stated)
  Tn7 DDE FP = 0
  LEDGF integ inh = 5
  ABHD4 inh = 4
  TCR-CD3 inh = -9
  UHRF1 binding = 0
  HTRA1 inh = -9
  PG9 Ab binder = -0.6
  PRMT1 FP inh = 8
  SIAE inh = 2
  TDP2 inh = -7

More records follow:
SMILES	Tn7 DDE FP	LEDGF integ inh	ABHD4 inh	TCR-CD3 inh	UHRF1 binding	HTRA1 inh	PG9 Ab binder	PRMT1 FP inh	SIAE inh	TDP2 inh
CC(N)(C(=O)O)c1cccc(OCc2cccc(Cl)c2)c1 (configuration not stated)	1	7	1	6	1	3	0.6	-9	8	-4
O=C(CN1C(=O)NC2(CCCCC2)C1=O)NCc1cccs1	-3	-3	3	-3	3	-1	-1.7	2	-3	0
N#CC1(NC(=O)CSc2nc3ccccc3s2)CCCCC1	2	3	0	0	0	3	-1.9	0	-6	-1
CCOC(=O)c1csc(-c2csc(CCNC(=O)c3ccccc3)n2)n1	8	-1	4	9	-1	-5	-0.3	0	7	-5
COc1ccc(CNC(=S)Nc2ccc(Br)cc2)cc1	-4	4	-18	5	0	-3	-0.3	2	3	-8
CC1(C(=O)NCc2ccccc2)Cc2c(-c3cccc(C(F)(F)F)c3)ccnc2O1 (configuration not stated)	0	-4	1	-2	3	.	2.5	3	-3	-3
CC(=O)c1ccc(OCC(=O)N(C)CC(=O)Nc2ccc(N3CCOCC3)cc2)cc1	1	-2	-3	0	-2	1	-0.1	-2	1	3
c1ccc2c(c1)CCN(c1ncnc3c1[nH]c1ccccc13)C2	2	-2	-105	2	-1	-18	0.0	-1	11	-5
COc1ccc(/C=C2\C(=O)c3ccccc3OC2c2ccccc2)cc1 (configuration not stated)	-1	0	4	-3	18	-24	-0.9	2	-6	14
O=C1CSC(c2ccccn2)N1c1ccc(Cl)c(Cl)c1 (configuration not stated)	1	2	0	1	-2	-1	0.5	-3	5	0
NNC(=O)c1cnn(-c2ccccc2)c1C(F)(F)F	7	0	-3	6	-4	-5	0.7	-2	-1	-1
COc1ccccc1OCC(=O)Nc1ccc(C(N)=O)cc1	1	-1	3	1	-1	1	-0.1	-2	18*	-5
COc1cccc(N2CCN(C(=O)CCNS(=O)(=O)c3ccc(F)c(F)c3)CC2)c1	3	-7	-1	4	-1	-11	-2.1	6	9	10
COC(=O)C1(C(=O)OC)C[C@H](c2ccccc2)N(Cc2ccccc2OC)[C@@H]1c1ccccc1	-3	1	2	1	-1	.	-0.5	2	-1	8
O=C(Nc1ccc(-c2cn3c(n2)SCC3)cc1)c1ccc2c(c1)OCO2	-3	2	-3	5	-1	-13	-1.4	-3	-9	-14
COc1ccc(CCNC(=O)C2CC(O)CN2S(=O)(=O)c2ccc(Cl)cc2)cc1OC (configuration not stated)	-1	-3	1	0	2	-1	1.4	5	0	-9
Cc1cccc(-n2c(O)c(C=NC3CCS(=O)(=O)C3)c3ccccc3c2=O)c1 (configuration not stated)	3	7	2	10	-2	-1	-2.0	-2	4	5
O=C(NCCc1ccccc1)/C(=C\c1ccc([N+](=O)[O-])cc1)NC(=O)c1ccc(Br)cc1	0	1	3	9	0	2	-2.6	-2	-10	3
COc1ccc(S(=O)(=O)N2CCSC2c2ccc(N)cc2)cc1 (configuration not stated)	1	-1	-4	-1	1	2	-1.4	1	6	4
COc1ccc(CN(C)CC2CCCN(CCc3ccc(F)cc3)C2)cc1OC (configuration not stated)	0	-1	1	-9	1	0	0.3	3	0	-6
O=C(Nc1cccc(C(=O)N2CCCCC2)c1)C1CCC1	-3	0	4	2	-3	0	0.6	2	2	2
Cc1nc2ccccn2c1C(=O)NCC(C)C	-9	3	-5	3	2	1	-2.6	0	3	-11
CCCCNS(=O)(=O)c1ccc2nc(SCC(=O)Nc3ccccc3)[nH]c2c1	-13	2	-28	11	0	-19	-2.3	0	-22	-23
O=C1/C(=C/c2ccc(F)cc2)Oc2cc(OC(=O)N3CCOCC3)ccc21	-11	-3	2	-6	0	-4	-1.0	2	-7	14
CCOC(=O)c1cc(-c2ccccc2)sc1NC(=O)C(C)OC(=O)c1ccncc1 (configuration not stated)	-1	-4	5	2	-2	-1	-1.2	0	-3	9
O=C(/C=C/c1ccc([N+](=O)[O-])cc1)NCC1CCCO1 (configuration not stated)	3	-3	-7	-4	0	0	0.8	0	-8	0
NC(CO)c1csc(Nc2ccc(C(F)(F)F)cn2)n1 (configuration not stated)	2	0	-2	0	-3	.	-1.5	-2	-2	-5
COc1cc(C2NC(=O)NC(O)(C(F)(F)F)C2C(C)=O)cc(OC)c1OC (configuration not stated)	6	2	3	-4	3	6	0.0	3	3	7
CCOC(=O)N1CCN(C(=O)c2ccc(CS(=O)(=O)c3ccccc3OC)o2)CC1	3	-3	4	1	2	6	-0.5	2	-2	-4
CC(C)c1ccc(Nc2nc(NCc3ccco3)nc(N3CCOCC3)n2)cc1	-5	1	-15	6	2	-26	-2.5	-4	-10	-19
Cc1ccc(F)cc1NC(=O)C1CC(=O)N(CCc2ccccc2)C1 (configuration not stated)	6	1	-1	0	0	0	0.5	-3	3	6
O=C(CN(Cc1ccccc1F)C(=O)c1ccco1)NCc1ccc(F)cc1	7	-3	4	6	-2	-1	0.4	-3	1	8
COc1cc(/C=N/N=C(/N)c2nonc2N)cc(Br)c1OCc1cccc(C)c1	4	-1	-42	4	3	-55	0.2	2	-17	0
O=C(c1cccc([N+](=O)[O-])c1)N1CCN(C/C=C/c2ccccc2)CC1	-2	0	-1	6	-2	3	-1.9	-3	2	4
C=CCN(CC=C)C(=O)c1ccc(OC2CCN(S(=O)(=O)N(C)C)CC2)cc1	0	0	2	4	-2	1	-0.6	-3	14	15
CN1N=C(C(=O)N2CCCC(N3CCN(c4ccc(F)cc4)CC3)C2)CCC1=O (configuration not stated)	3	-2	6	-5	7	-6	-0.5	2	-1	0
CN1CCN(NC(=O)Nc2ccc(Br)cc2Cl)CC1	-8	3	-4	2	-3	-4	-1.4	-2	4	11
Cc1ccc(S(=O)(=O)N2CCCCC2)cc1NC(=O)COC(=O)c1cc[n+]([O-])cc1	8	-1	8	4	1	0	-1.8	-3	-4	-4

From PubChem
